ZTA DNA inh – blocks Epstein-Barr virus ZTA, an EBNA-1 counter-screen; actives 0.15% (n = 320,000); inhibition, % at 11 µM; AID 2234; ZTA-DNA binding, fluorescence polarization; in the data active = inhibition above about 33%
MEX-5 binding – MEX-5 zinc finger RNA-binding disruptors – biochemical, C. elegans, fluorescence polarization, MLPCN library, primary screen | Zinc finger protein mex-5 (Caenorhabditis elegans), Q9XUB2 | MEX-5/FITC-TCR2 RNA binding; stronger effect = lower value | activity score (negative = inhibition of binding), % at 10 µM | actives 0.38% (n = 300,000) | AID 1832, 2009;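 active = inhibition past about -25% in most replicates, and total fluorescence under double the plate's negative control median, limit read from the data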;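 also: 0% = DMSO and -100% = 5 µM competing unlabeled TCR2 RNA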
BCLXL inh – inhibitors of human Bcl-xL, primary screen, biochemical, fluorescence polarization, HTS; Bcl-2-like protein 1 (Homo sapiens), Q07817; GST-Bcl-xL / FITC-Bim BH3 peptide fluorescence polarization; inhibition, % at 10.9 µM; actives 0.7% (n = 320,000); AID 2129, 2009;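 active = inhibition above the mean of all tested compounds plus 3 SD, cutoff set per campaign, cut at about 30% in these data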;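 also: 0% = DMSO wells and 100% = unlabeled Bim-BH3 peptide competitor; inhibitors lower millipolarization by displacing the labeled peptide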
Target sequence (Q07817 whole entry, looked up): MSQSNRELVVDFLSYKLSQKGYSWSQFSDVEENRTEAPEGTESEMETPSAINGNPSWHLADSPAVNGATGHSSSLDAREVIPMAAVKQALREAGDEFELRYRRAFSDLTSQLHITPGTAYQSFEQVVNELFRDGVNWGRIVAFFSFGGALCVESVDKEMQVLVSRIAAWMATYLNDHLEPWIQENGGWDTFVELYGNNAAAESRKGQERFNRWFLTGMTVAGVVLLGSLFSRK
MCL1 BIM primary – inhibitors of MCL1 binding to BIM-BH3, primary screen, biochemical, fluorescence polarization. inhibition, % at 10.9 µM. actives 0.68% (n = 320,000). GST-MCL1 / FITC-Bim-BH3 fluorescence polarization. AID 2057, 2009;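 active = inhibition above the mean inhibition of all tested compounds plus 3 SD, set per campaign, cut at about 40% in these data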;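 also: 0% = DMSO wells and 100% = unlabeled Bim-BH3 peptide control; higher means more loss of mP so more displacement of Bim peptide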
Target sequence (Q07820 whole entry, looked up): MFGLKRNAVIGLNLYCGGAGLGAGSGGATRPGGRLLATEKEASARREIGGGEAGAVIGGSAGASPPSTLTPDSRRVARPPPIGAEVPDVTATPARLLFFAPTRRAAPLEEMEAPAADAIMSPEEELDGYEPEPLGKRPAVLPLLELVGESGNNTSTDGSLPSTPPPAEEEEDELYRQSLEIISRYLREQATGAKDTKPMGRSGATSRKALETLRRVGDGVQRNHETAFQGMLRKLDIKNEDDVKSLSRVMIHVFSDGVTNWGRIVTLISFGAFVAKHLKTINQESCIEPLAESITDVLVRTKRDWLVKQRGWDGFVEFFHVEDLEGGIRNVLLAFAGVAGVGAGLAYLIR
GLD-1 RNA inh – GLD-1/TGE RNA complex disruptors, primary screen, biochemical, fluorescence polarization; purified GLD-1 + fluorescein TGE RNA; inhibition, % at 5.96 µM; actives 0.44% (n = 320,000);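 active = percent inhibition above a per-plate cutoff, the plate mean of test compounds plus 3 SD, cut at about 30% in these data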;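 also: 0% = DMSO wells with GLD-1 and probe and 100% = wells lacking GLD-1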
Target sequence (Q17339 whole entry, looked up): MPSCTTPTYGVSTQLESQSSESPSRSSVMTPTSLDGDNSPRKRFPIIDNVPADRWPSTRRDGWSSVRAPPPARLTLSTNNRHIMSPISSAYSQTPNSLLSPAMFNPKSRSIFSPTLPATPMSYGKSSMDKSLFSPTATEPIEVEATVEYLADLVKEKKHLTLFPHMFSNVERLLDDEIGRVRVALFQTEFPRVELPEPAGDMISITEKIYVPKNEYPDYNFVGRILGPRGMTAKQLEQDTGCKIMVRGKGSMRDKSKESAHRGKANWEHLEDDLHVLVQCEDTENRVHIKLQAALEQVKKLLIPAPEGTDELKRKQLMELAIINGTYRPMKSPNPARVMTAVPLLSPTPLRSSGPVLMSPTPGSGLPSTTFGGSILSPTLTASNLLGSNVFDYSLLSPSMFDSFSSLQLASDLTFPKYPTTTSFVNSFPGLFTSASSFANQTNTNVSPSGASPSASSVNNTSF
EBNA-1 inh – EBNA-1 DNA-binding inhibitors, primary screen, biochemical, fluorescence polarization. AID 1950, 2009. actives 0.34% (n = 300,000). inhibition, % at 14.8 µM; in the data active = inhibition above about 28%
Fam108B counter – mouse Fam108B serine hydrolase inhibitors, primary screen, counter-screen for RBBP9 inhibitor project, biochemical, fluorescence polarization. recombinant Fam108B, FP-Rh probe fluorescence polarization. inhibition, % at 9.51 µM. actives 0.33% (n = 300,000). AID 1947, 2009;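 active = inhibition above the screen mean inhibition plus 3 SD, computed separately per campaign, cut at about 18% in these data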;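 also: inhibitors lower polarization as less probe binds the enzyme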
Efflux pump mplx – inhibitors of Candida efflux pumps in yeast, primary screen, S. cerevisiae, Nile Red, multiplex; inhibition, % at 10 µM; S. cerevisiae Candida pump triplex; actives 0.44% (n = 330,000);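 active = plate passing quality check with inhibition over a set limit, or well fluorescence over plate mean plus 4 SD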;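 also: Nile Red retained in pooled yeast measured as flow cytometry median fluorescence; 0% = buffer negative control and 100% = Enniatin B positive control; higher means more Nile Red kept so more efflux inhibition; some compounds called inactive have numbers as strong as hits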
CR mimetic SO – reduction of superoxide in aged yeast, primary screen, HTS; S. cerevisiae aged cells, superoxide DHE fluorescence; stronger effect = lower value; superoxide response (% of plate mean), % at 10 µM; actives 0.18% (n = 330,000); AID 2690, 2010;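 active = superoxide response under a set limit, about three screen SD below normal, cut at about 65% in these data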;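 also: yeast aged for seven days with compound at 30 °C before DHE staining; 100% = average MFI of all compound-treated wells on the plate with controls excluded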
Numbers without * were called inactive; / = no result given.

SMILES | ZTA DNA inh | MEX-5 binding | BCLXL inh | MCL1 BIM primary | GLD-1 RNA inh | EBNA-1 inh | Fam108B counter | Efflux pump mplx | CR mimetic SO
CCc1ccccc1NC(=O)c1ccc([N+](=O)[O-])s1 | 5 | 0.8 | -2 | -5 | 2 | -6 | 2 | 0.0 | 105
CCOc1ccc(OCCSc2nc3ccccc3o2)cc1 | 14 | -1.4 | 4 | 5 | 0 | 14 | -7 | -0.1 | 106
O=C(CNC(=O)c1ccccc1F)NC1CCN(Cc2ccccc2)CC1 | -11 | -0.9 | 4 | 1 | -6 | -7 | 4 | -0.1 | 90
COc1ccc(-c2noc(-c3ccccc3-c3ccccc3)n2)cc1 | -4 | 0.1 | 7 | 10 | 7 | 9 | -3 | -0.1 | 91
CCOc1ccc(/C=N/OCC(=O)Nc2ccc3c(c2)OCO3)cc1 | -12 | -0.5 | 0 | 2 | 3 | -14 | -3 | 0.1 | 87
CN(c1ccccc1)S(=O)(=O)c1ccc(NC(=O)c2ccco2)cc1 | -2 | -2.7 | 2 | 1 | 2 | -3 | 2 | 0.0 | 95
C=CCOc1c(Cl)cc(CNCCCN2CCOCC2)cc1OC | -7 | 0.6 | 3 | -6 | 3 | -4 | -4 | 0.1 | 107
COC(=O)C1=C(O)CSC1=Nc1cccc(C(F)(F)F)c1 | 6 | 0.8 | -3 | -4 | 0 | 20 | 3 | 0.0 | 115
COc1ccc(Oc2cc(C(F)(F)F)cnc2C(N)=O)cc1 | -13 | -1.6 | 7 | -1 | 1 | 4 | 7 | 0.1 | 91
Cc1sc2ncnc(N3CCC(C(=O)Nc4nc5ccc(Cl)cc5s4)CC3)c2c1C | -11 | -2.3 | -7 | -9 | 1 | 2 | -5 | 0.1 | 117
CC1(O)C(=O)c2ccccc2N(c2ccccc2)C1=O (centres undefined) | -3 | -1.0 | 4 | -2 | -5 | -4 | 3 | -0.1 | 84
O=C(CCCn1cncn1)N1CCCC(N2CCN(c3ccccc3F)CC2)C1 (centres undefined) | 4 | / | 2 | 9 | 0 | -4 | 3 | -0.1 | 90
Cc1ccc(C2CC(=O)C=C(O)C2)cc1 (centres undefined) | 11 | / | -2 | -4 | 0 | 0 | 2 | 0.1 | 109
O=C(NCCCN1CCOCC1)C(=O)NCc1ccc(Cl)cc1 | 4 | -1.2 | 1 | 1 | -9 | -2 | 6 | 0.4 | 108
O=C(C1CCN(S(=O)(=O)c2cnc[nH]2)CC1)N1CCN(c2ccc([N+](=O)[O-])cc2)CC1 | 2 | -1.2 | 2 | 3 | 3 | -5 | 2 | 0.1 | 110
CCc1cccc(C)c1NC(=S)N(Cc1cccnc1)Cc1ccco1 | 16 | 0.0 | -2 | 9 | 0 | 20 | 2 | 0.2 | 108
CCOc1ccc(-c2cc(C(=O)NCCCn3ccnc3)c3ccccc3n2)cc1 | -4 | -8.6 | 3 | -3 | 4 | -5 | 0 | 0.0 | 94
N/C(=N\OC(=O)COc1ccc(Cl)cc1Cl)c1cccnc1 | -3 | 1.5 | 2 | 1 | 7 | 0 | 1 | 0.1 | 107
O=C(c1ccc(Cl)cc1)c1ccc(OCC(O)CN2CCCCC2)cc1 (centres undefined) | -14 | -1.1 | 2 | 1 | 4 | -7 | -6 | 0.3 | 123
CCn1c(CNC(=O)c2cc(OC)c(OC)c(OC)c2)cc2cc(C)ccc21 | 9 | 0.3 | -1 | 5 | 10 | 5 | 3 | 0.2 | 111

Another view of some results above:
compound	ZTA DNA inh	MEX-5 binding	BCLXL inh	MCL1 BIM primary	GLD-1 RNA inh	EBNA-1 inh	Fam108B counter	Efflux pump mplx	CR mimetic SO
O=C(NCCCN1CCOCC1)C(=O)NCc1ccc(Cl)cc1	4	-1.2	1	1	-9	-2	6	0.4	108
O=C(CCCn1cncn1)N1CCCC(N2CCN(c3ccccc3F)CC2)C1 (centres undefined)	4	/	2	9	0	-4	3	-0.1	90
CCOc1ccc(OCCSc2nc3ccccc3o2)cc1	14	-1.4	4	5	0	14	-7	-0.1	106
CN(c1ccccc1)S(=O)(=O)c1ccc(NC(=O)c2ccco2)cc1	-2	-2.7	2	1	2	-3	2	0.0	95
CCOc1ccc(/C=N/OCC(=O)Nc2ccc3c(c2)OCO3)cc1	-12	-0.5	0	2	3	-14	-3	0.1	87

Next results
SMILES | ZTA DNA inh | MEX-5 binding | BCLXL inh | MCL1 BIM primary | GLD-1 RNA inh | EBNA-1 inh | Fam108B counter | Efflux pump mplx | CR mimetic SO
Cc1ccc(CNC(=O)CCS(=O)(=O)c2ccc3c(c2)CC(C)N3C(=O)C2CC2)cc1 (centres undefined) | 10 | 0.2 | 3 | 10 | 5 | -2 | 7 | -0.2 | 104
Cc1ccccc1NC(=O)CSc1ccc(-c2ccco2)nn1 | -31 | 2.1 | 4 | -1 | -1 | -5 | 1 | -0.1 | 119
CCOc1ccc(C(=O)NN2C(=O)C3C4C=CC(O4)C3C2=O)cc1 (centres undefined) | -15 | -2.8 | 5 | 0 | -1 | 0 | 0 | 0.1 | 104
OCCNC(=S)Nc1ccc2nsnc2c1 | -6 | 0.0 | 16 | 15 | 4 | -4 | 28* | 0.0 | 99
CCOc1c(Br)cc(C(N)=O)cc1OC | -5 | 1.3 | 3 | 1 | -6 | 2 | 5 | 0.0 | 104
COc1ccc(C(=O)C2CCCN(C(=O)CSC)C2)cc1OC (centres undefined) | -2 | 2.4 | 2 | -4 | -5 | 10 | -3 | 0.0 | 96
CC(=O)N/C(=C\c1ccccc1)C(=O)OC(C)C(=O)NCc1ccccc1 (centres undefined) | -1 | 0.7 | -3 | -1 | 4 | -7 | 3 | 0.0 | 94
Cc1ccccc1NC(=O)C(C)N1C(=O)c2ccccc2C1=O (centres undefined) | 5 | 0.2 | 10 | 5 | 2 | 7 | 1 | -0.1 | 89
COc1cc2nc(N(CCCN(C)C)C(=O)c3ccc(S(=O)(=O)N4CCc5ccccc54)cc3)sc2cc1OC | 50* | 5.2 | -5 | -2 | 4 | 2 | 1 | 0.2 | 93
CCOc1ccc(C(=O)NC(=S)Nc2cccnc2)cc1 | -4 | 0.1 | 3 | 4 | -2 | 6 | -1 | -0.2 | 79
COC(=O)c1cc(S(=O)(=O)NCCc2sccc2C)c[nH]1 | -4 | 0.4 | -1 | -4 | -13 | -5 | -2 | -0.8 | 92
Cc1oc(-c2ccccc2Cl)nc1CS(=O)(=O)CC(=O)NC(C)c1ccccc1 (centres undefined) | -2 | 1.5 | 5 | 0 | 5 | -6 | 5 | 0.1 | 103
Cc1ccc(Cc2c(C)nc3nc(SCC(=O)NCCCN4CCCC4)nn3c2C)cc1 | 2 | 1.1 | 0 | 1 | -3 | 8 | -2 | -0.3 | 81
CCOc1ccc(NC(=O)c2cnc3scc(C)n3c2=O)cc1 | -7 | 2.5 | 1 | -1 | 3 | 7 | -2 | 0.1 | 104
CCCNC(=O)CSc1nc2ccc(OCC)cc2s1 | 22 | -0.1 | -1 | -1 | -3 | 3 | -3 | -0.1 | 117
CCOC(=O)/C(=N\Nc1cccc(C(F)(F)F)c1)N(CCOC)CCOC | 4 | -0.2 | 2 | 4 | -1 | 2 | 1 | 0.0 | 94
COc1ccc(C(=O)CCC(=O)O)c(C)c1 | -15 | 0.6 | 6 | 7 | 3 | 0 | -3 | 0.0 | 93
Cc1ccc(C)c2[nH]c(=O)c(CN(CCCN(C)C)C(=O)NCc3ccccc3)cc12 | -4 | -0.4 | 5 | 7 | -2 | -1 | 3 | -0.1 | 99
CCc1ccc(C2=NNC(=Nc3cccc(S(=O)(=O)N(C)C)c3)SC2)cc1 | -14 | -0.9 | -4 | 2 | 4 | -8 | 0 | -0.1 | 107
Cc1[nH]c2ccc3c(ncn3CCC#N)c2c1C | -4 | -4.2 | 9 | 9 | -2 | 5 | 1 | 0.1 | 102
O=S(=O)(Nc1ccc2c(c1)nc1n2CCN(Cc2ccccc2)C1)c1ccc(Cl)cc1 | -18 | 7.5 | 6 | 12 | -2 | 5 | -5 | 0.1 | 103
CCC(CC)c1nnc(NC(=O)C2CC(=O)N(CCc3ccc(OC)c(OC)c3)C2)s1 (centres undefined) | -3 | 0.5 | 2 | 0 | 4 | -6 | -1 | 0.2 | 99
O=C(/C=C/c1ccccc1)C1=C(O)C(=O)N(CCO)C1c1cccc([N+](=O)[O-])c1 (centres undefined) | -18 | 3.7 | -3 | 4 | 3 | -9 | -2 | -0.2 | 93
Cc1cccc(C(=O)Nc2sc3c(c2C(=O)O)CCCC3)c1 | 18 | -3.4 | 7 | 10 | -3 | -4 | 6 | -0.1 | 107
Cc1ccc(NC2=C(CC(=O)O)C(c3ccccc3)N(c3ccc(C)cc3)C2=O)cc1 (centres undefined) | 10 | 1.4 | 0 | 0 | -4 | -2 | 0 | -0.3 | 103
CCOc1ccccc1CNS(=O)(=O)c1cnc[nH]1 | 24 | 4.1 | 7 | 6 | 10 | -3 | 1 | 0.0 | 94
CCOc1ccc(N=Cc2c(O)c3ccccc3oc2=O)cc1 | -25 | -3.0 | 5 | 3 | -4 | -2 | -5 | 0.0 | 101
CCOC(=O)c1csc(NC(=O)Nc2cccc(Cl)c2)n1 | 7 | -1.2 | 7 | 8 | 4 | 19 | -3 | 0.0 | 92
CC(CN1CCCCC1)C(=O)NN (centres undefined) | -13 | 0.0 | 7 | 6 | 5 | 3 | 3 | 0.1 | 99
CCNC(=O)/C(C#N)=C/c1c(N2CCCCCC2)nc2c(C)cccn2c1=O | 2 | 0.1 | 3 | 6 | -6 | 13 | -1 | 0.0 | 97
Cc1ccc(NC(=O)/C(C#N)=C/c2ccsc2)c(C)c1 | -12 | 1.2 | -3 | -2 | 2 | 1 | -1 | 0.2 | 101
COc1ccc(OC)c(C2=Nn3c(nnc3-c3ccco3)SC2)c1 | 9 | -1.1 | -2 | 2 | 7 | 5 | -1 | -0.1 | 90
COc1ccc(/C=C/C(=O)c2ccc(O)cc2)cc1 | 1 | -0.3 | 3 | 2 | 5 | 4 | -2 | -0.1 | 87
CCN1CN=C(NS(=O)(=O)c2ccc(C)cc2)NC1 | 19 | 0.2 | 1 | 8 | 3 | 3 | 1 | 0.0 | 96
CCOCC(=O)Nc1ccc(C)c(Cl)c1 | -22 | 1.3 | 1 | 4 | 0 | -9 | -4 | 0.0 | 93
Cc1ccccc1NC(=O)CC1C(=O)NCCN1C(=O)c1cccc(Cl)c1 (centres undefined) | 9 | -0.6 | -1 | -5 | -7 | 6 | 3 | 0.0 | 103
CCc1c(C)nc2ccc(Br)cc2c1Cl | 7 | -0.2 | 5 | -1 | 9 | 3 | 3 | -0.1 | 89
C(=N\Nc1nc(N2CCCC2)nc(N2CCCC2)n1)/c1ccccc1OCc1ccccc1 | -16 | -1.1 | 0 | 7 | 0 | 38* | -5 | 0.2 | 94
Cn1cccc1C(=O)OCc1csc(-c2ccccc2)n1 | -1 | -0.9 | -13 | -19 | -1 | 3 | -4 | -0.1 | 94
CC(=O)Nc1ccc(N/C=C/C(=O)c2ccc(C)cc2)cc1 | 0 | -4.8 | -5 | -12 | -2 | -5 | -3 | 0.1 | 102
Cc1ccc(-c2nc(CS(=O)CC(=O)NC3CCCC3)c(C)o2)cc1 (centres undefined) | 10 | 0.5 | 3 | 6 | -2 | 11 | -1 | -0.1 | 108
